# a7 integrin act – integrin-mediated muscular dystrophy alleviation activation; alpha7betagal myoblasts, beta-gal FDG fluorescence, 48 h; Potency, µM (highest dose often 38.3 µM), inactives show at the highest dose activation, hits mostly activators; 350,000 compounds, 0.064% hits;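 further: potency means the concentration at half of the fitted maximal effect; 100% = response of the positive control SU9516; nearly all actives have a fitted effect of over 60% in size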
#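 Alpha7betagal+/- myoblasts (passage 13) were plated 16-24 hr, then exposed to compounds (1:260 dilution of DMSO stock) for 48 hours at 37C. After MPER lysis, β-galactosidase reporter activity was read as FDG fluorescence (ex 480/em 540) after 30 minutes.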
# MLL CXXC-DNA inh – inhibitors of human MLL CXXC domain-DNA interaction | Q03164 | MLL-CXXC / FITC-HOXA9 DNA fluorescence polarization | Potency, µM (doses to about 115 µM), for the others: at the highest dose activity change, negative = inhibition, usual class: inhibitors | 290,000 compounds, 0.037% hits; active means well fitted inhibition curve with a large enough effect in the polarisation, with a control signal flat, not every such curve was filed as active; inconclusive means small, poorly fitted or top-dose-only effect, or effect the other way, or a change in a side signal; inactive means no such curve, though single readings can be large or run the other way; the % refers to the polarisation; further: potency means the concentration at half of the fitted maximal effect
#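 Steps: dispense CXXC domain solution (7 uM) → pin compounds or unlabeled HOX-A9 DNA control → 5 min ambient → add FLSN-HOX-A9 solution (50 nM) → spin → 30 min ambient → fluorescence polarization. Tris pH 7.5/NaCl/DTT/BSA buffer.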
# KCNH2 3.1 inh – blocks the human KCNH2 3.1 channel isoform. U2OS KCNH2 3.1, thallium flux FluxOr; active compounds read low. activity change, % (tested at about 1.8 µM). 340,000 compounds, 0.95% hits. AID 720553;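 active means maximum activity change below -70%; inconclusive means maximum activity change from -70% to -50%; inactive means maximum activity change above -50%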;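 further: thallium influx rate constant from kinetic fluorescence after stimulation buffer; on the % scale 0 is the no-effect control and ±100 the full control effect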
#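 Steps: virus added to U2OS suspension (4 h, RT, dark); medium with 10% FBS added, cells plated, 37 C overnight; FluxOr/Red40 loading buffer 45 min RT; stimulation buffer, 2 min kinetic read; rate constant normalized.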
# A-T KAP1 phos – candidate therapy for ataxia-telangiectasia | […] A-T fibroblasts, KAP-1 phosphorylation AlphaLISA; neocarzinostatin DNA damage 30 min before lysis | Potency, µM (highest dose often 57.5 µM), for inactives: at the highest dose activation, actives largely listed as activators | 320,000 compounds, 0.19% hits; further: potency means the concentration at half of the fitted maximal effect; % of control where 0% means no effect; nearly all actives have a fitted effect of over 45% in size
#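 ATM-like activity read as KAP-1 phosphorylation via AlphaLISA donor/acceptor antibody pairs after lysis and 6 hr at 25C. Cells were ATM-null patient fibroblasts ([…], hTERT), dosed 60 min, then exposed to the DSB inducer NCS for 30 min.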
# KCNH2 WT inh – blocks the wildtype human KCNH2 potassium channel; 340,000 compounds, 0.37% hits; activity change, % at 1.84 µM; Q12809; AID 720551; U2OS, BacMam KCNH2, thallium flux FluxOr; active compounds read low;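 active means maximum activity change below -70%; inconclusive means maximum activity change between -70% and -50%; inactive means maximum activity change above -50%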; further: on the % scale 0 is the no-effect control and ±100 the full control effect
# Target sequence (Q12809 whole entry, looked up): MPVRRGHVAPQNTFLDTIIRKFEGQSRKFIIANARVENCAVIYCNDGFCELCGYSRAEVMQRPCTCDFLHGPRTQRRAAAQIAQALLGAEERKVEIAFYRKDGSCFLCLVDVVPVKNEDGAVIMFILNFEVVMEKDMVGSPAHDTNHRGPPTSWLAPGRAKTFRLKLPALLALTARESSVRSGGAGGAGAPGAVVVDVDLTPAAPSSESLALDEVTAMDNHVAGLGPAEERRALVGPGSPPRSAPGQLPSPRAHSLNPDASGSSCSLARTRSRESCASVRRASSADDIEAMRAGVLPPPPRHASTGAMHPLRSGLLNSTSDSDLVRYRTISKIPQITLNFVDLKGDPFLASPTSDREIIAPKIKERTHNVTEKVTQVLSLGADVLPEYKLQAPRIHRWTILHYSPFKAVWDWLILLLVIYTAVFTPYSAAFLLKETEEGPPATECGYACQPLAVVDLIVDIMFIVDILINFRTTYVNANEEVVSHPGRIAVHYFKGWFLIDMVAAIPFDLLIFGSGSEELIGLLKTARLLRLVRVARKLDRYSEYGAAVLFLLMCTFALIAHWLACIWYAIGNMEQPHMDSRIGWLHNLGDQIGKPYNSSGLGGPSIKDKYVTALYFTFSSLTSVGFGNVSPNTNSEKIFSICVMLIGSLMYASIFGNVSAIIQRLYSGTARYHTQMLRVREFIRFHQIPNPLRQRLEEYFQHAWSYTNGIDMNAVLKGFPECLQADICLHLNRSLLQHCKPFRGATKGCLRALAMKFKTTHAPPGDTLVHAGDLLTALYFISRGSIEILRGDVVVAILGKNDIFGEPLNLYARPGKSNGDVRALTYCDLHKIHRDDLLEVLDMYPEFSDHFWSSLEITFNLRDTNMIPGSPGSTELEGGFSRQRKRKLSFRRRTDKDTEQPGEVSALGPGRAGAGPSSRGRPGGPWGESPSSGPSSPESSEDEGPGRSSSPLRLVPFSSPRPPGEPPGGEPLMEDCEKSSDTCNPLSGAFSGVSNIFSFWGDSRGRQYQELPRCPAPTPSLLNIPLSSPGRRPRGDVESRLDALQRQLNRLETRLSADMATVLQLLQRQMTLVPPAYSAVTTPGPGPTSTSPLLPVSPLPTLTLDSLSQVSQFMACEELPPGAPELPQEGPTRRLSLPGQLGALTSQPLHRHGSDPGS
#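 U2OS cells were transduced with wild-type KCNH2 virus (2.03 x 10^8 / mL) for 4 h at room temperature, then cultured overnight at 37 C. Thallium flux was read with FluxOr dye. Rate constants were normalized to DMSO controls.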
# GALK inh – blocks human galactokinase activity. P51570. Purified GALK, Kinase-Glo residual ATP luminescence. Potency, µM (doses to about 57.5 µM), for the others: at the highest dose activity change, negative = inhibition, hits mostly inhibitors. 270,000 compounds, 0.007% hits. AID 1868; further: potency means the concentration at half of the fitted maximal effect; on the % scale 0 is the no-effect control and ±100 the full control effect
#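 The enzyme phosphorylates galactose (100 uM) using ATP (35 uM); inhibition is detected as higher residual ATP, quantified by bioluminescence after 1 h reaction at room temperature, pH 8.0.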
# MBNL1 CUG block – MBNL1-poly(CUG) RNA binding inhibition | Potency, µM (titrated, usually from 57.5 µM), for the others: at the top dose activity change, negative = inhibition, usual class: inhibitors | TR-FRET MBNL1-His/biotin-(CUG)12 binding, 665/545 ratio | 280,000 compounds, 0.036% hits; active means well fitted inhibition curve with a large enough effect in the signal ratio, with a control signal flat, not every such curve was filed as active; inconclusive means small, poorly fitted or top-dose-only effect, or effect the other way, or a change in a side signal; inactive means no such curve, though single readings can be large or run the other way; the % refers to the signal ratio; further: potency means the concentration at half of the fitted maximal effect; on the % scale 0 is the no-effect control and ±100 the full control effect
#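 Compound titration spanned 92 nM–58 uM against the MBNL1-His/biotin-(CUG)12 complex. After 60 min at room temperature with 5 nM streptavidin-XL665 and 0.055 ng/ul terbium anti-His, ratiometric 665/545 nm emission (Ex 340 nm) normalized to controls.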
# ASM inhibitor – inhibitors of human secretory acid sphingomyelinase; placental ASM, HMU-PC fluorogenic substrate, 60 min; P17405; 340,000 compounds, 0.006% hits; Potency, µM (titrated, usually from 57.5 µM), inactives show top-dose activity change, negative = inhibition, actives largely listed as inhibitors; further: potency means the concentration at half of the fitted maximal effect
#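 Fluorescence read-out (Ex 386 nm, Em 447 nm) after stopping the reaction at pH 10. Enzyme: ASM from human placenta; substrate HMU-PC0, 9 uM final; 60 min, 37 °C. Compound preincubation 10 min, ambient temperature.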
# FBPA coupling cs – counter-screen for Giardia aldolase inhibitors: coupling enzyme system | coupling enzyme system counterscreen, AmpLite Red fluorescence | activity change, negative = inhibition, % at 58.2 µM, hits read low | 290,000 compounds, 0.67% hits; in the data active means activity change below about -30%; further: on the % scale 0 is the no-effect control and ±100 the full control effect
#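 Coupling enzymes only (glyceraldehyde-3-phosphate) + compound, at 57.5 uM final, 10 min RT; add substrate/coupling/AmpLite Red mix, 20 min RT; fluorescence ex 525/em 598 nm. Actives flag coupling-system interference.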
# TRPV1 ag – activates the human vanilloid receptor TRPV1; TRPV1-expressing cells, Fluo-8 calcium influx, agonist mode; activation, % at 8.33 µM; 320,000 compounds, 0.19% hits; AID 540275; in the data active means activation above about 80%; inconclusive means between about 30% and that limit; further: 0% is about no effect
#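 Cells expressing TRPV1 were dye-loaded with Fluo-8 and read kinetically: 10 s baseline, 3 min after compound (agonist portion), then 2 min after EC20 capsaicin (allosteric enhancer portion). Calcium-bound dye fluorescence at 480/520 nm.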
# An asterisk follows results filed as active; ? = inconclusive; . = not tested or not shown; & = joins results of further samples; [ ] = another dose, or the depositor's remark. Unless noted, the call rests on the fitted dose curve; in most records, active means well fitted curve in the direction sought with a large enough effect; inconclusive means small, poorly fitted or top-dose-only effect, or another doubt; inactive means no such curve, though single readings can be large; an effect the other way counts as inactive or inconclusive. Compounds were not picked by outcome. Share with any hit: about 2%.
SMILES,a7 integrin act,MLL CXXC-DNA inh,KCNH2 3.1 inh,A-T KAP1 phos,KCNH2 WT inh,GALK inh,MBNL1 CUG block,ASM inhibitor,FBPA coupling cs,TRPV1 ag
CNc1cc([N+](=O)[O-])ccc1N/C=C/C(=O)c1ccc2c(c1)OCO2,-6%,5%,-36,-12%,-1,1%,?,-3%,1,4
CCc1cccc(C)c1NC(=O)Cn1c(NCCO)nc2ccccc21,26%,-4%,-2,-2%,2,0%,-1%,4%,0,6
c1cnc(N2CCN(Cc3ccc4c(c3)OCO4)CC2)nc1,.,7%&-9%&4%,-8&-2,1%&-10%,32&9,6%&-1%,-4%&-25%,1%&3%,-1&2&4&-1,0&5
CN1/C(=C\C=C2\N=C(c3ccc(F)cc3)OC2=O)C(C)(C)c2ccccc21,-33%,64%[activator],-20,-1%,-9,3%,3%,8%,1,3
Cc1cc(NC(=O)CCC(=O)N(Cc2ccccc2)C(C(=O)NC2CCCC2)c2ccco2)no1 (stereo not drawn),2%,-3%,-9,2%,3,4%,1%,-2%,0,12
C[C@H](CO)N1C[C@H](C)[C@@H](CN(C)C(=O)Nc2ccc3c(c2)OCO3)Oc2ccc(NC(=O)CCN3CCOCC3)cc2C1=O,-18%,.,9,3%,-13,.,.,5%,.,.
CCCN1CNc2c(c(=O)[nH]c(=S)n2CCc2ccc(OC)c(OC)c2)C1,43%,1%,3,0%,37,6%,1%,10%,1,4
Cc1ccc(C(=O)CCC(=O)N2CCC(C(N)=O)CC2)cc1,-12%,1%,-23,-6%,1,-1%,-10%,1%,5,1
O=C1/C(=C/c2ccccc2Cl)SC(=S)N1CCC(=O)N1CCCCC1CCO (stereo not drawn),-70%[inhibitor],-12%,-5,-19%,11,10%,?,-8%,1,-3
CCCOC(=O)Oc1ccc2c(=O)c(Oc3cc(C)cc(C)c3)coc2c1,16%,-1%,-30,-1%,-6,0%,13%,64%[activator],-4,?
COc1ccccc1NC(=O)/C=C/c1ccc(OC)c(S(=O)(=O)N2CCOCC2)c1,0%,4%,8,-2%,16,0%,12%,-1%,-1,0
CNC(=S)N/N=C/c1ccc(-c2cc([N+](=O)[O-])ccc2Cl)o1,35%,5%,0,9%,9,1%,6%,-4%,0,-2
COC(=O)CCN(C(=O)c1cc(OC)c(OC)c(OC)c1)c1ccccn1,15%,2%,13,4%,-8,-2%,2%,1%,1,0
COc1ccc(NC(=O)CC2Oc3ccccc3NC2=O)c(OC)c1 (stereo not drawn),17%,-3%,3,-6%,-24,11%,2%,0%,1,2
O=[N+]([O-])c1ccccc1/C=C/C=N/N1CCCCC1,-67%[inhibitor],3%,-14,-3%,6,0%,?,-3%,-1,8
Cc1ccc(NC(=O)COc2coc(CN3CCc4ccccc4C3)cc2=O)cc1Cl,28%,.,-23,5%,6,.,.,.,.,0
Fc1ccc(Nc2nc(NCc3ccco3)c3ccccc3n2)cc1,-36%,31%[activator],-92*,-7%,-13,2%,-9%,-2%,0,-6
CC(=O)Cn1c(=O)c2c(nc3n2CCCN3Cc2ccccc2)n(C)c1=O,0%,4%,-1,3%,-5,8%,-2%,0%,0,-3
COc1ccc(C(=O)Nc2ccc(Nc3ccccc3)cc2)cc1Br,0%,.,2,.,3,.,.,-16%,.,.
COCCNc1nc2c(c(=O)n(Cc3ccccc3F)c(=O)n2C)n1C,?,2%,4,1%,6,-3%,-2%,1%,0,4
COc1cc(C=Nc2c(C)cc(C)cc2C)ccc1OC(C)=O,-24%,4%,5,8%,0,-5%,.,5%,-1,0
Cc1cccc2cc(CN(CC3CCCO3)S(=O)(=O)c3ccccc3)c3nnnn3c12 (stereo not drawn),.,1%,.,0%,.,-2%,-6%,.,-2,0
O=C(Nc1ccccc1)SC1CCCCC1,25%,.,7,.,-5,.,.,-6%,.,.
CCOc1ccc(C2Nc3ccccc3NC3=C2C(=O)CC(C)(C)C3)cc1OC (stereo not drawn),15%,11%,5,3%,-6,-4%,15%,5%,1,-3
CC(C)C(NS(=O)(=O)/C=C/c1ccccc1)C(=O)NCc1ccc(F)cc1 (stereo not drawn),?,-7%,-16,8%,-3,7%,-1%,1%,-2,3

# Arranged by formula weight (low to high): part of the list above.
SMILES,a7 integrin act,MLL CXXC-DNA inh,KCNH2 3.1 inh,A-T KAP1 phos,KCNH2 WT inh,GALK inh,MBNL1 CUG block,ASM inhibitor,FBPA coupling cs,TRPV1 ag
CC(=O)Cn1c(=O)c2c(nc3n2CCCN3Cc2ccccc2)n(C)c1=O,0%,4%,-1,3%,-5,8%,-2%,0%,0,-3
CCCOC(=O)Oc1ccc2c(=O)c(Oc3cc(C)cc(C)c3)coc2c1,16%,-1%,-30,-1%,-6,0%,13%,64%[activator],-4,?
COc1ccc(C(=O)Nc2ccc(Nc3ccccc3)cc2)cc1Br,0%,.,2,.,3,.,.,-16%,.,.

# More results:
SMILES,a7 integrin act,MLL CXXC-DNA inh,KCNH2 3.1 inh,A-T KAP1 phos,KCNH2 WT inh,GALK inh,MBNL1 CUG block,ASM inhibitor,FBPA coupling cs,TRPV1 ag
O=C(NC(Cc1c[nH]c2ccccc12)C(=O)N1CCOCC1)c1cccs1 (stereo not drawn),4%,15%,4,5%,-14,1%,.,2%,1,22
COc1ccc(NC(=O)c2cc([N+](=O)[O-])ccc2N2CCCC2)cc1,-3%,-8%,0,0%,0,-3%,18%,-8%,0,6
O=C(N/N=C/c1ccc(Cl)cc1)c1cc(-c2cccnc2)nc2ccccc12,13%,21%,-32,-3%,14,5%,3%,-1%,4,1
CSc1ccc(S(=O)(=O)NCC(=O)OCC(=O)N2CCC(C)CC2)cc1[N+](=O)[O-],3%,.,7,-5%,-6,.,.,-2%,.,3
Cc1ccc(O)c(CNc2cccc(C)n2)c1,10%,5%,1,-13%,-15,1%,-5%,0%,3,3
O=C(Nc1cc(Cl)cc(Cl)c1)c1ccc(Cn2c(=O)[nH]c3ccsc3c2=O)cc1,-19%,18%,-1,9%,1,.,22%,-1%,2,-6
COc1cc(C(=O)NC(C)C2CC3CCC2C3)ccc1OC(F)F (stereo not drawn),23%,.,2,-1%,30,.,.,5%,.,4
C[C@@]12CCC=C[C@H]1[C@H](c1ccccc1Br)N(Cc1ccccc1)C2=O,8%,.,8,17%,-4,.,.,-9%,1,.
Cc1oc2c(c1C(=O)N1CCOCC1)C(=O)c1ccccc1C2=O,-8%,1%,-1,18%,2,-1%,?,4%,-41*,-6
COC(=O)Nc1[nH]ncc1[N+](=O)[O-],4%,0%,-34,4%,-1,-3%,11%,0%,1,-1
O=C1/C(=C/c2cccs2)SC(=S)N1CC(=O)N1CCCCC1CCO (stereo not drawn),-63%[inhibitor],-2%,7,-9%,-12,4%,?,1%,.,2
O=C(OCCN1CCCC1)C1(c2ccccc2)CCCC1,7%,5%,-2,2%,19,-4%,1%,5%,2,2
CC(=O)N1CCN(C(=O)COC(=O)c2ccc(S(C)(=O)=O)cc2)CC1,9%,.,9,6%,-4,.,.,2%,.,.
Cc1ccc2c(CN3CCC(C)CC3)cc(=O)oc2c1,-3%,-2%,-21,1%,7,1%,9%,0%,1,?
O=C(NC1CCN(Cc2ccccc2)CC1)c1ccccc1OCc1ccccc1,0%,?,-41,13%,17,-1%,-9%,-1%,0,?
CNC(=O)c1oc(-c2ccccc2)nc1C,-47%[inhibitor],12%,-14,4%,.,0%,4%,2%,3,1
CC(C)[C@H](NC(=O)N1CC(=O)Nc2ccccc21)C(=O)N1CCC[C@@H]1C(=O)O,2%,3%,-1,4%,-11,.,4%,2%,0,-2

# Among those listed so far, 6 contain a nitro group on carbon:
SMILES,a7 integrin act,MLL CXXC-DNA inh,KCNH2 3.1 inh,A-T KAP1 phos,KCNH2 WT inh,GALK inh,MBNL1 CUG block,ASM inhibitor,FBPA coupling cs,TRPV1 ag
CNc1cc([N+](=O)[O-])ccc1N/C=C/C(=O)c1ccc2c(c1)OCO2,-6%,5%,-36,-12%,-1,1%,?,-3%,1,4
CNC(=S)N/N=C/c1ccc(-c2cc([N+](=O)[O-])ccc2Cl)o1,35%,5%,0,9%,9,1%,6%,-4%,0,-2
O=[N+]([O-])c1ccccc1/C=C/C=N/N1CCCCC1,-67%[inhibitor],3%,-14,-3%,6,0%,?,-3%,-1,8
COc1ccc(NC(=O)c2cc([N+](=O)[O-])ccc2N2CCCC2)cc1,-3%,-8%,0,0%,0,-3%,18%,-8%,0,6
CSc1ccc(S(=O)(=O)NCC(=O)OCC(=O)N2CCC(C)CC2)cc1[N+](=O)[O-],3%,.,7,-5%,-6,.,.,-2%,.,3
COC(=O)Nc1[nH]ncc1[N+](=O)[O-],4%,0%,-34,4%,-1,-3%,11%,0%,1,-1

# Screens (PubChem BioAssay)
